K1F lysis inhibition = protection from phage-mediated lysis, alamar blue read-out – E. coli UTI89, K1F phage, bacterial capsule biogenesis inhibitors (AID 488966) | E. coli UTI89 K1F phage lysis, alamar blue, 2 h; higher % means a stronger effect | actives 0.02% (n = 340,000) | inhibition, % at 100 µM; hits with a dose series show IC50 in µM;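 active = phage lysis inhibition, versus mean bacterial control, above a set limit; inconclusive = no clear call, values can overlap the other calls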;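 also: capsule biogenesis inhibitors block K1F phage lysis so surviving cells raise fluorescence; higher fluorescence means more inhibition of phage lysis; actives were called in the ten point dose series up to 300 µM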
NTR1 agonist = NTR1-driven beta-arrestin-GFP spot formation – imaging, U2OS cells, high content, primary screen (AID 493036) | P30989 | agonist mode | activation, % at 20 µM | actives 0.17% (n = 330,000);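 active = activation at or above 40% of the spot to cytoplasm intensity ratio, with at least 20 cells analyzed; inconclusive = wells under 20 cells, flagged as cytotoxic or low count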;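 also: 0% = DMSO without peptide and 100% = 100 nM NTR1 peptide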
Target sequence (P30989 whole entry, looked up): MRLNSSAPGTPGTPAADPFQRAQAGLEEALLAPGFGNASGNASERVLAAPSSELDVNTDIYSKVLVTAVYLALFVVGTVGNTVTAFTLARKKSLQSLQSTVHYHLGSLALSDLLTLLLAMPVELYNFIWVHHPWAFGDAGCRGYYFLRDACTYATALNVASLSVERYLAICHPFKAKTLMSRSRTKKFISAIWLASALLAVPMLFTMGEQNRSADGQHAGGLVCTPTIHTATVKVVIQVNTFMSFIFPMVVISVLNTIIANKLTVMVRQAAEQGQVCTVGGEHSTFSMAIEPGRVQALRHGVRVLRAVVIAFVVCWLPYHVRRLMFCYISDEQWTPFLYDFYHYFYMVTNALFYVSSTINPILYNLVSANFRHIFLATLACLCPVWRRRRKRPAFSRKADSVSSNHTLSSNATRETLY
GPR35 arrestin U2OS = inhibition of zaprinast-stimulated GPR35 beta-arrestin translocation – imaging, U2OS, beta-arrestin-GFP, zaprinast agonist, primary screen (AID 2058) | U2OS GPR35 beta-arrestin-GFP translocation imaging, zaprinast antagonism; higher % means a stronger effect | actives 0.052% (n = 290,000) | one-dose inhibition, % at 10 µM; IC50 in µM for titrated hits;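 active = inhibition of at least 50% with at least 30 cells and total cytoplasm GFP at most 10,000,000; inconclusive = under 30 cells or total GFP of 10,000,000 plus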
GPR55 beta-arrestin = selective activators of receptor GPR55 – imaging, U2OS cells, beta-arrestin-GFP redistribution, primary screen (AID 1961) | U2OS GPR55 beta-arrestin-GFP redistribution imaging; higher % means a stronger effect | activation, % at 10 µM; hits with a dose series show EC50 in µM | actives 0.048% (n = 290,000);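 active = activation above 40% with more than 50 cells counted in the well; inconclusive = wells holding fewer than 50 cells, flagged as toxic or sparse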;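 also: U2OS osteosarcoma cells stably expressing GPR55 and beta-arrestin-GFP; plate controls were DMSO negative control for no effect and LPI positive control for full effect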
NOD1 inhibition = inhibition of NOD1-driven NF-kB reporter – cell-based, luminescence, uHTS, primary screen (AID 1578) | NOD1-driven NF-kB luciferase reporter cells, luminescence; higher % means a stronger effect | one-dose inhibition, % at 4 µM; EC50 in µM for titrated hits | actives 1% (n = 290,000); in the data active = inhibition mostly above about 36%, no sharp cut-off; inactive = mostly below about 34%;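 also: HEK-293T reporter cells stimulated with the NOD1 agonist gamma-tri-DAP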
MgcRacGAP inhibition = MgcRacGAP GTPase-activating activity inhibitors, confirmation, biochemical, ADP Hunter fluorescence; AID 624330; MgcRacGAP-stimulated Rac1 GTP hydrolysis, ADP Hunter fluorescence; higher % means a stronger effect; GST-tagged Rac1 F28L mutant substrate; actives 0.6% (n = 340,000); inhibition, % at 30 µM, or IC50 in µM where a hit was titrated;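 active = first-screen hits whose inhibition reached a set limit at any dose in the follow-up dose series; inconclusive = inhibition above the set first-screen limit but never retested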;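 also: fluorescence reports GDP produced by GAP-driven GTP hydrolysis; strong numbers were not always called active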
GPR55 antagonists = inhibition of LPI-stimulated GPR55 beta-arrestin translocation – imaging, U2OS, beta-arrestin-GFP, LPI agonist, primary screen (AID 2013) | U2OS GPR55 beta-arrestin-GFP translocation imaging, LPI antagonism; higher % means a stronger effect | inhibition, % at 10 µM; hits with a dose series show IC50 in µM | actives 0.13% (n = 290,000);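 active = spots per cell inhibited over 60%, with over 100 cells counted and total cytoplasm intensity under 500,000; inconclusive = wells with under 100 cells, flagged as likely toxic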;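 also: U2OS cells stably carrying GPR55 and arrestin-GFP stimulated by 5 µM LPI near EC80; imaged beta-arrestin-GFP aggregate spots per cell after agonist stimulation; plate controls were LPI-stimulated DMSO wells for no effect and DMSO wells without LPI for full effect; some results filed as inactive read as strong as hits; confirmed hits need IC50 under 10 µM and bright autofluorescent wells are also inconclusive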
KOR beta-arrestin-1 = kappa opioid receptor activators – cell-based, luminescence, uHTS, primary screen (AID 1777) | KOR beta-arrestin recruitment, luminescence; higher % means a stronger effect | one-dose activation, % at 10 µM; EC50 in µM for titrated hits | actives 0.02% (n = 280,000); in the data active = activation above about 50%, passing the limit was not always enough; also: a part of the inactive calls stands beside numbers as strong as those of hits
KOR beta-arrestin-2 = KOR antagonists, beta-arrestin recruitment, cell-based, luminescence, uHTS (AID 1778) | KOR beta-arrestin recruitment, luminescence, antagonist mode; higher % means a stronger effect | inhibition, % at 10 µM; hits with a dose series show IC50 in µM | actives 0.091% (n = 290,000); in the data active = inhibition above about 50%; also: strong numbers were not always called active
NTR1 agonist cell count 20 µM = recorded beside NTR1 agonist, whose call it bears; cell count; measured here: cell count, cytotoxicity flag
Starred values were filed as active, the others as inactive; ? = inconclusive; / = not tested or not shown; [ ] = remark or other dose. Some of the compounds tested. The share of hits here may be higher or lower than overall.

Compound | K1F lysis inhibition | NTR1 agonist | NTR1 agonist cell count 20 µM | GPR35 arrestin U2OS | GPR55 beta-arrestin | NOD1 inhibition | MgcRacGAP inhibition | GPR55 antagonists | KOR beta-arrestin-1 | KOR beta-arrestin-2
CC1CCCC(C)N1/N=C/c1ccccc1OC(F)F (stereo not drawn) | 0.4% | 3.5 | 40 | 4.4% | -0.6% | -16.2% | 3.7% | 5.1% | 1.7% | -25.5%
CC(=O)Nc1ccc(Br)c(Cl)c1 | -0.8% | 0.9 | 46 | 9.5% | 0.6% | -4.5% | 6.5% | 6.3% | / | -38.1%
COc1ccc(CCNC(=O)c2cnn3cccnc23)cc1OC | 1.6% | -0.2 | 70 | 3.8% | 0.2% | -9.6% | 6.8% | 4.3% | -2.8% | -8.7%
O=C(O)CC(NS(=O)(=O)Cc1ccccc1)c1cccc([N+](=O)[O-])c1 (stereo not drawn) | 1.5%[50 µM] | -0.1 | 44 | -3.3% | -0.2% | 5.1% | 7.4% | -11.6% | -3.0% | 0.8%
Cn1c(=O)oc2cc(S(=O)(=O)N3CCCC(C(=O)NCCN4CCOCC4)C3)ccc21 (stereo not drawn) | -0.4% | -2.3 | 81 | -4.0% | -0.1% | 8.7% | 2.3% | 0.3% | -2.3% | 10.0%
COC(=O)c1ccccc1NC(=O)CNC(=O)c1ccc(OC)c(OC)c1 | 0.7% | -1.9 | 57 | -0.2% | 0.3% | -35.0% | 15.4% | 65.5% | -5.9% | -1.9%
CC(C)c1ccc(C2NC(=S)NC3=C2C(=O)CCC3)cc1 (stereo not drawn) | 0.3%[50 µM] | 6.6 | 70 | 0.6% | -0.3% | 3.7% | 6.5% | 11.2% | -5.2% | 16.5%
COc1ccc(C2C3=C(CC(C)(C)CC3=O)Nc3nc(C)nn32)cc1OC (stereo not drawn) | / | 1.1 | 43 | 6.0% | 0.3% | -5.4% | / | 5.5% | -1.5% | 4.1%
Cc1cc(Oc2ccc(OCC(N)=O)nn2)nc(Cl)n1 | -0.6% | -1.0 | 38 | -13.9% | 0.1% | -38.6% | 2.9% | 14.8% | -2.7% | -7.4%
N=c1c2c(-c3ccccc3)c(-c3ccccc3)n(Cc3ccco3)c2ncn1CCO | 3.5% | 28.0 | 55 | 21.1% | -0.1% | -40.7% | 13.0% | 58.3% | -3.2% | -9.6%
Clc1ccc(CN2CCSCC2)cc1Cl | 0.0% | 1.3 | 50 | -7.4% | 0.3% | -33.3% | 28.2% | 10.0% | -3.2% | 2.1%[20 µM]
CC(C)OC(=O)c1cc2ccccc2oc1=O | 5.4% | 1.7 | 52 | 12.5% | -0.1% | -1.5% | 7.1% | 14.1% | 4.9% | -16.5%
Cc1cccc(N2CCN(C(=O)COc3ccc4c(c3)CCC4)CC2)c1C | 2.5% | 3.1 | 63 | 6.1% | -0.2% | -15.4% | -0.8% | 0.6% | 0.4% | 1.2%
CC(C)C[C@H](NC(=O)c1nc[nH]c1C(=O)N[C@@H](CC(C)C)C(=O)OCc1ccccc1)C(=O)OCc1ccccc1 | -0.7% | 24.1 | 81 | -0.9% | -0.2% | -11.2% | 6.0% | 14.3% | 0.6% | -8.5%[20 µM]
O=C(NCc1ccncc1)c1ccc(Br)cc1 | 0.6% | -0.1 | 79 | -8.9% | 0.3% | -0.1% | 5.4% | -4.6% | 3.5% | -36.5%
Cc1noc(NS(=O)(=O)c2ccc(NC(=O)c3cnc4scc(C)n4c3=O)cc2)c1C | 0.1% | 4.2 | 45 | -10.3% | -0.1% | -25.6% | 2.0% | 4.0% | 5.1% | 28.5%
BrC(=C\c1ccccc1)/C=N/Nc1ccc2nncn2n1 | 0.2% | 2.5 | 50 | -17.0% | 0.3% | -13.3% | 4.2% | 6.0% | 5.5% | -44.9%
Cc1ccnc(NC(=O)c2cccc([N+](=O)[O-])c2C)c1 | 0.2% | 1.9 | 88 | 9.9% | -0.3% | -38.4% | 12.4% | -1.1% | 1.9% | 10.6%
Cc1ccc(NC(=S)N2CCN(S(=O)(=O)c3ccc(C)cc3)CC2)cc1 | 0.1% | 0.4 | 59 | 15.4% | 0.2% | -16.6% | 9.3% | 3.9% | 0.0% | 4.0%
Cc1cccc(N2CCC(N=CN(C)C)=N2)c1 | 0.1% | 0.6 | 79 | -8.1% | 0.1% | -1.0% | 29.2µM* | 1.4% | 3.7% | -9.3%
O=C(C1=NN[C@@H]2C(=O)N(c3cccc(C(F)(F)F)c3)C(=O)[C@H]12)c1cnccn1 | -1.6% | -0.5 | 49 | 1.7% | -0.1% | -8.0% | -2.0% | 6.1% | 2.0% | 2.3%
O=C(NC1CCCCC1)C(c1cccnc1)N(C(=O)c1csnn1)c1ccc(F)cc1 (stereo not drawn) | 0.1% | 2.4 | 42 | 8.7% | 0.3% | -3.5% | 5.9% | -1.8% | -1.0% | -28.1%
CC1CC(=O)N(CC(=O)Nc2ccccc2F)c2ccccc2S1(=O)=O (stereo not drawn) | 1.8% | -0.5 | 79 | 4.6% | -0.3% | -14.0% | 6.6% | 5.0% | 1.7% | -9.7%
COc1ccc(C2=CC(=O)N(Nc3ccccc3)C2=O)cc1 | / | 4.1 | 87 | -10.4% | 0.5% | -15.5% | / | 24.2% | -3.8% | -22.1%
Cc1c(Cl)c([N+](=O)[O-])nn1Cc1ccc(C(=O)Nc2ccc(Cl)cn2)o1 | 0.8% | -1.7 | 78 | -10.1% | 0.1% | -10.6% | 2.9% | 6.0% | 2.7% | -12.9%
Cc1ncc(CO)c(/C=N/NC(=S)Nc2ccc(C(C)C)cc2)c1O | 1.6%[50 µM] | 6.1 | 56 | -2.2% | 0.0% | -11.3% | 5.9% | 7.4% | 6.3% | -30.3%
COc1cccc(NC(=O)CN2C(=O)COc3ccc(Cl)cc32)c1 | -3.1% | -1.2 | 55 | -10.5% | 0.3% | 26.8% | -1.6% | -12.3% | 0.6% | -11.5%
CC(=O)Oc1ccc2c(=O)c(Oc3ccccc3)c(C)oc2c1OC(C)=O | -2.2% | 3.2 | 51 | -10.2% | 0.2% | 4.8% | ? | -15.3% | 2.4% | -14.4%
C=CCNC(=S)NCc1ccccc1 | 0.8% | 2.3 | 60 | -0.4% | -0.3% | -6.0% | 9.7% | 8.8% | -0.7% | 23.2%
O=[N+]([O-])c1cccnc1Oc1cccnc1 | -0.7% | -1.1 | 55 | 4.9% | -0.1% | -0.5% | 0.0% | -4.0% | 2.2% | 0.6%
CC(C)CN(C(=O)COC(=O)Cn1cnc2ccccc2c1=O)C1CCS(=O)(=O)C1 (stereo not drawn) | 0.4% | 0.0 | 89 | 4.2% | 0.0% | 7.7% | -0.4% | -16.1% | 0.2% | 32.3%
Cc1nnc(NC(=O)CN2CC(C)OC(C)C2)s1 (stereo not drawn) | 0.3% | -0.7 | 74 | -7.1% | -0.2% | -26.7% | 14.0% | 4.5% | -1.6% | -8.4%
Cc1ccc(C(=O)Nc2ccc(Cl)cn2)cc1S(=O)(=O)N1CCOCC1 | -1.6% | -2.2 | 78 | -5.0% | 0.0% | -15.7% | 8.8% | -7.2% | 13.6% | -7.0%
CCCC(=O)Nc1ccc(NC(=O)c2cc3ccccc3o2)c(OC)c1 | -0.1% | 0.8 | 61 | 15.6% | 0.4% | -47.4% | 5.0% | 3.2% | -4.5% | 6.5%[20 µM]
Cc1cc(C)cc(-c2nnc(SCC(=O)c3ccc4c(c3)OCCO4)o2)c1 | 0.0% | 2.7 | 54 | -3.8% | -0.3% | -20.2% | 0.8% | -7.3% | -5.1% | -10.1%
Cc1cc(C)cc(C(=O)NCCC(=O)NCc2cc(=O)n(C)c(=O)n2C)c1 | 0.2% | -0.5 | 57 | 6.0% | -0.2% | -18.9% | 11.2% | 7.2% | -1.8% | -16.0%
COc1ccc2c(c1)cc(C)c1nnc(SCC(=O)N(C)c3nc(-c4ccccc4)cs3)n12 | 0.3% | -0.6 | 57 | 11.2% | 1.0% | -64.5% | 5.8% | 21.6% | 1.3% | -4.9%
O=S(=O)(NCC(O)c1ccccc1)c1cc(Cl)sc1Cl (stereo not drawn) | 2.3%[50 µM] | 0.0 | 55 | 4.4% | -0.1% | -34.9% | 8.5% | 8.4% | -1.7% | 17.5%
CN1CCN(c2ccc(CNC(=O)c3cc4ccccc4o3)cc2)CC1 | -1.4% | 0.0 | 47 | -6.9% | 0.2% | -5.0% | -4.8% | 18.9% | -1.5% | -28.3%
O=C(Nc1cc(S(=O)(=O)N2CCOCC2)ccc1N1CCCC1)c1ccc2c(c1)S(=O)(=O)c1ccccc1C2=O | 2.9% | -1.6 | 55 | -5.9% | 3.9% | -32.7% | 5.0% | 7.3% | -0.9% | -29.1%[20 µM]
CCN(CC)C(=O)CSc1nnc(C2CCCCC2)o1 | 2.9% | -0.9 | 88 | -4.0% | 0.5% | 15.5% | 8.2% | -3.1% | 8.0% | -10.6%
CC(C)OCC1CC(CC(=O)Nc2ccc([N+](=O)[O-])cc2)C(=O)O1 (stereo not drawn) | -1.1% | 0.4 | 94 | 12.0% | 0.3% | -35.5% | 4.8% | 6.8% | / | -25.3%[20 µM]
CCN1CCN(C(=O)C2CCN(S(=O)(=O)c3cc(Cl)ccc3Cl)CC2)CC1 | 0.3% | -0.8 | 53 | -8.1% | ? | -10.2% | -1.0% | 10.3% | -5.4% | -21.3%
Cc1ccc(NC(=S)NCc2cccs2)c(C)c1 | 0.4% | 1.1 | 25 | -10.3% | -0.2% | -8.7% | 0.9% | -10.4% | -10.5% | 4.8%
O=C(CC1NCCc2ccccc21)Nc1ccccc1Cl (stereo not drawn) | -1.8% | -0.7 | 50 | 3.4% | -1.1% | -9.8% | 4.0% | 4.7% | 2.4% | 11.3%
N#C/C(=C1/CCCN1)c1ccccn1 | -0.7% | 0.8 | 53 | -9.8% | 0.0% | -7.5% | 2.4% | -0.8% | -3.7% | -1.2%
c1ccc(-c2nc(N3CCCCCC3)c3ccccc3n2)nc1 | 1.0%[50 µM] | 6.0 | 58 | 8.6% | 0.2% | 72.6% | -3.6% | 15.8% | 2.6% | -27.0%
O=C(/C=C/c1c(Cl)nc2ccccn12)N1CCCCC1 | 0.1% | 3.6 | 84 | -3.4% | -0.3% | -51.0% | -0.4% | -4.2% | -3.6% | 15.7%
CC1=C(C(=O)N2CCOCC2)C(c2c(C)cc(C)cc2C)NC(=S)N1 (stereo not drawn) | -1.5% | 0.4 | 32 | -21.8% | 0.3% | -26.3% | 1.1% | 10.0% | 4.3% | -20.4%
